Source: PubChem BioAssay (National Center for Advancing Translational Sciences (NCATS))
Epigenetic reg – epigenetic control regulation, reporter derepression | murine LDR cells, GFP reporter derepression, 30 h | Potency, µM (doses to about 53.9 µM), inactives show top-dose GFP activation, most hits filed as activators | hit rate 0.2% among 280,000 | AID 1865; note: potency is the fitted concentration of half-maximal effect; % of control where 0% means no effect; nearly all actives have a fitted effect of over 60% in size
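Derepression of a silenced CMV-GFP reporter in murine LDR cells is scored by enumerating GFP-positive cells with a laser-scanning microplate cytometer after 30 hours of treatment at 37 C.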
Lamin A splicing – LMNA splicing modulation. HeLa LMNA splicing GFP/RFP minigene ratio, 48 h. hit rate 0.01% among 200,000. Potency, µM (top dose mostly 46.1 µM), for inactives: at the highest dose ratio change, negative = inhibition, actives largely listed as inhibitors. AID 1487; active = well fitted inhibition curve with a large enough effect in the signal ratio, with a control signal flat, not every such curve was filed as active; inconclusive = small, poorly fitted or top-dose-only effect, or effect the other way, or a change in a side signal; the % refers to the signal ratio; note: potency is the fitted concentration of half-maximal effect; % is set by controls: 0 for no effect and ±100 for the full control effect
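S3 HeLa cells stably expressing lamin A-EGFP splicing minigene plus DsRed2, 600 cells/well, 48 h compound exposure at 37C. Laser-scanning cytometry; analysed as GFP (500-530 nm)/RFP (575-640 nm) total intensity ratio; 0.5% DMSO vehicle.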
NPSR antagonist – antagonists of human neuropeptide S receptor cAMP signaling; hit rate 1% among 220,000; AID 1461; Potency, µM (doses to about 38.3 µM), without a hit: at the top dose activity change, negative = inhibition, actives largely listed as inhibitors; Q6W5P4; CHO-NPSR cells, cAMP TR-FRET, antagonist mode; note: potency is the fitted concentration of half-maximal effect; % is set by controls: 0 for no effect and ±100 for the full control effect; nearly all actives have a fitted effect of over 50% in size; many of its hits are not listed in these tables
CBFb-RUNX1 inh – blocks binding between human CBF-beta and RUNX1; Potency, µM (series often up to 59.8 µM), for inactives: top-dose activity, negative = inhibition, hits mostly inhibitors; AlphaScreen CBFb-His/RUNX1-biotin binding, biochemical; 230,000 tested, under 10 active; Q01196+Q13951; AID 1477; note: % of control where 0% means no effect
Target sequence (Q01196 whole entry, looked up): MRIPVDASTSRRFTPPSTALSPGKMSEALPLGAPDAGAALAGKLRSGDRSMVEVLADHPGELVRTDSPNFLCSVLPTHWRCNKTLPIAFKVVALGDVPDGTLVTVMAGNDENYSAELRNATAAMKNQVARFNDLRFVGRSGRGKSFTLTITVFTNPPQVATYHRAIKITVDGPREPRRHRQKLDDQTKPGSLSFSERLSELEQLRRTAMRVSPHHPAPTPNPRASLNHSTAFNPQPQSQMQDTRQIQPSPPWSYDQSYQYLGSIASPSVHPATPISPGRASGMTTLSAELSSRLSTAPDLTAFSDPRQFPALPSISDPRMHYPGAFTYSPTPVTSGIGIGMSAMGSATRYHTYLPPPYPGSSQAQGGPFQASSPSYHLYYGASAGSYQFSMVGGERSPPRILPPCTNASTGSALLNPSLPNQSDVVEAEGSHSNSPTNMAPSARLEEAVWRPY
Target sequence (Q13951 whole entry, looked up): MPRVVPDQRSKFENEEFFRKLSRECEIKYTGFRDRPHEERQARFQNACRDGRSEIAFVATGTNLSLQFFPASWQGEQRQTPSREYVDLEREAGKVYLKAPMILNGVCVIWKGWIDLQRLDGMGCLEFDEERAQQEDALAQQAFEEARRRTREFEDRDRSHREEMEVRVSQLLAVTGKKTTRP
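Bead-based AlphaScreen assay; binding partners His-tagged CBF-beta and biotinylated RUNX1 at 30 nM each. Compound exposure 15 min after a 20-min protein preincubation; bead step 90 min; all steps at room temperature.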
GLA spleen mod – inhibits or activates alpha-galactosidase in human spleen homogenate | P06280 | human spleen homogenate, 4MU-alpha-Gal fluorescence, 40 min | Potency, µM (highest dose often 80 µM), inactives show top-dose activity change, negative = inhibition, actives largely listed as inhibitors | hit rate 0.008% among 240,000 | AID 2107;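 note: potency is the fitted concentration of half-maximal effect; 0% = enzyme with vehicle and -100% = no enzyme basal signal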
Target sequence (P06280 32-429 limits assumed): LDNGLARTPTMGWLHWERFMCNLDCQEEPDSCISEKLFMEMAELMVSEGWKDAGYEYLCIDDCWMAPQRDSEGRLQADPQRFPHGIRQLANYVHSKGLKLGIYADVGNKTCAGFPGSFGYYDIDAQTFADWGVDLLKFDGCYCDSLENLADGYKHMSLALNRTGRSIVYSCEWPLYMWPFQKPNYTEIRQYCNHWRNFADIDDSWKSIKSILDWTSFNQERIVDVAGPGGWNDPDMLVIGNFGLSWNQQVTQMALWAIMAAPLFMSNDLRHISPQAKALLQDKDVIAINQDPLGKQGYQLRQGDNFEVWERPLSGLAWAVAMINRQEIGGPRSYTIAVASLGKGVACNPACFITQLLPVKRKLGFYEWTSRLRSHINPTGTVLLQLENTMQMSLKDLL
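Spleen homogenate 1 ug + cpd (titration) + 4-MU-alpha-D-galactopyranoside 1 mM; 37C 40 min; 50 mM citrate/phosphate pH 5.0, 0.01% Tween-20; stop pH 10; fluorescence 365/440; AC50 via Hill.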
IMPase Li cell – membrane-permeable IMPase blocker, potentiated with lithium; CHO-M1 cells, IP1 TR-FRET (IP-One), carbachol + lithium; Potency, µM (titrated, usually from 59.4 µM), for inactives: at the highest dose activity, negative = IMPase inhibition, usual class: inhibitors; hit rate 0.35% among 210,000; AID 1457;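 note: IP1 builds up when IMPase is blocked and the TR-FRET signal falls; potency is the fitted concentration of half-maximal effect; plate controls were basal vehicle for no effect and high inhibitor control for full effect; nearly all actives have a fitted effect of over 50% in size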
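Test compounds were applied to CHO-M1 cells previously cultured for 16–30 h at 2000 per well. A small lithium amount accompanied them; after 30 min at 37C, IP1 was quantified by TR-FRET.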
KinaseGlo FLuc – blocks Kinase-Glo luciferase, a counter-screen artifact; hit rate 0.28% among 200,000; Kinase-Glo luciferase, ATP luminescence, 8 min; AID 1379; Q27757; Potency, µM (highest dose often 38.3 µM), without a hit: top-dose activity change, negative = inhibition, actives largely listed as inhibitors; note: potency is the fitted concentration of half-maximal effect; % is set by controls: 0 for no effect and ±100 for the full control effect; nearly all actives have a fitted effect of over 60% in size
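Inhibition of Kinase-Glo luciferase light generation was assessed at 10 uM ATP in pH 7.2 imidazole buffer, with luminescence measured after eight minutes at ambient temperature.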
* hit, by the source's call; ? = inconclusive; nt = no result given; & = joins results of further samples; [ ] = dose if it differs, or a comment. Unless noted, calls come from the whole dose curve; as a rule, active = well fitted curve in the direction sought with a large enough effect; inconclusive = small, poorly fitted or top-dose-only effect, or another doubt; inactive = no such curve, though single readings can be large; an effect the other way counts as inactive or inconclusive.

smiles | Epigenetic reg | Lamin A splicing | NPSR antagonist | CBFb-RUNX1 inh | GLA spleen mod | IMPase Li cell | KinaseGlo FLuc
Cn1nccc1/C=C(/C#N)S(=O)(=O)c1ccccc1 | 2.2% | -2% | -10%[46.1 µM] | 1% | 6% | 16%[38.3 µM] | -1%
CC(C)Cc1nc2oc3c(N4CCN(CCO)CC4)ncnc3c2c2c1CCCC2 | 1.0% | -17% | -12%[46.1 µM] | 8% | 2% | 52%[activator][38.3 µM] | -2%
O=C(c1ccccc1)c1nccn1-c1ccc(Cl)nn1 | 4.6% | nt | -4% | 9% | 3% | nt | nt
O=C(CNC(=S)N(Cc1ccccc1)Cc1ccccc1F)NCc1ccccc1 | -0.5% | 9%[46 µM] | ? | -17% | -9% | 9% | -1%
Cc1ccc(SCC(=O)NCC2CCCO2)cc1 (configuration not stated) | 1.3% | nt | -15% | -4% | 11% | 1% | 2%
Cc1ccc(NC(=S)Nc2nc(CC(=O)Nc3ccccc3)cs2)cc1 | 1.3% | ? | -1%[46.1 µM] | -8% | 0% | -17%[38.3 µM] | -3%
O=C(NCC1CCCO1)c1ccc(NS(=O)(=O)c2ccccc2)cc1 (configuration not stated) | -2.7% | 6%[46 µM] | 3% | 3% | -10% | 7% | 4%
COc1ccc(N2CCN(C(=O)C3(C)CC3(Cl)Cl)CC2)cc1 (configuration not stated) | 0.0% | -3% | 8% | -4% | 1% | -3% | 0%
Cc1nnc2ccc(-c3cccc(NC(=O)c4ccc(Cl)nc4)c3)nn12 | -3.8% | nt | 13% | -6% | 1% | 7% | 1%
COc1cccc(CNC(=O)c2cnc(-c3ccccn3)nc2C(F)(F)F)c1 | -1.1% | -2% | -1%[46.1 µM] | -5% | -2% | 4%[38.3 µM] | -4%
CC1(C)CC(C)(c2ccc(O)cc2O)N(c2ccc3ccccc3c2)C(=S)N1 (configuration not stated) | 1.2% | ? | -29%[46.1 µM] | -19% | 2% | 9% | 0%
CCOC(=O)c1cnc(SCC(=O)OC)nc1N | -0.2% | nt | -7% | 5% | 9% | -4% | -2%
C=CCOc1ccc(C2/C(=C(\O)c3c(C)[nH]c(C(=O)OC)c3C)C(=O)C(=O)N2CCN(C)C)cc1 (configuration not stated) | 14% | -10% | -6%[46.1 µM] | 9% | -10% | -10%[38.3 µM] | -1%
O=C(O)CN1C(=O)/C(=C/c2ccc(SCc3ccccc3)o2)SC1=S | -2.0% | ? | 17% | ? | 0% | 16% | -3%
O=C(OCCC1Oc2cccnc2NC1=O)c1ccc([N+](=O)[O-])cc1 (configuration not stated) | -3.8% | nt | 6% | 5% | -1% | 4% | -1%
CCOc1ccccc1CNc1nc2nc3c(c(=O)n2[nH]1)CCC3 | 0.0% | -5% | -3%[46.1 µM] | 5% | -3% | 18%[38.3 µM] | 1%
COc1cc2c(cc1OC)C1=C(C#N)CCC(=O)N1CC2 | -0.8% | -7% | -1%[46.1 µM] | -4% | 1% | 1% | -3%
CC(C)c1cc(C(=O)Nc2cc(Cl)ccc2O)no1 | -1.7% | ? | -14%[46.1 µM] | 17% | 6% | 12%[38.3 µM] | -3%
CCSc1nnc(-c2cc(Br)ccc2N=Cc2c(C)[nH]n(-c3ccccc3)c2=O)c(=O)[nH]1 | 1.1% | 10%[46 µM] | -29% | -1% | 0% | 6% | -6%
CC(C)(O)C#Cc1ccc(CN2CCN(Cc3ccccc3)C(CCO)C2)cc1 (configuration not stated) | -0.2% | nt | -4% | 6% | 12% | 23% | nt
Cc1ccc2nc(C)c(C(=O)N/N=C/c3cccc([N+](=O)[O-])c3)cc2c1 | 0.0% | ? | -2% | -12% | -5% | 8% | 3%
CC/C(O)=C(\C#N)c1nnc2n1CCCCC2 | -0.9% | 4% | 5%[46.1 µM] | -5% | 12% | -2%[38.3 µM] | -1%
CC(C)(C)C(=O)OCc1nc(-c2ccc(Cl)cc2)cs1 | -0.7% | nt | 5% | ? | -9% | nt | nt
C=CCN(c1cccc(C(F)(F)F)c1)S(=O)(=O)c1cccc(C(=O)OCC(=O)NCCC)c1 | 0.0% | -2% | -26%[46.1 µM] | 4% | -11% | nt | nt
CCOc1cc(NC2CS(=O)(=O)CC2O)c(OCC)cc1NC(=O)c1ccccc1 (configuration not stated) | -0.8% | -6% | -19%[46.1 µM] | -4% | 1% | 12%[38.3 µM] | -1%
CCOC(=O)CN1C(=O)C(Sc2n[nH]c(-c3ccccc3)n2)CCc2ccccc21 (configuration not stated) | 2.7% | 1% | -25%[46.1 µM] | -2% | 8% | 10%[38.3 µM] | -2%
N#C/C(=C\c1cn(CCOc2ccccc2)c2ccccc12)C(=O)NCc1ccco1 | 20% | -2% | -18%[46.1 µM] | 12% | -7% | ? | -1%
CCOc1ccc(-c2nc(CSc3nncs3)cs2)cc1OC | -0.1% | -9% | -9%[46.1 µM] | 2% | 5% | 1%[38.3 µM] | 1%
CCC(CC)C(=O)NCCc1ccc(OC)cc1 | 0.0% | 4% | 2%[46.1 µM] | 3% | 0% | 18%[38.3 µM] | -2%
COC(=O)C1=C(N)N(c2ccccc2C(F)(F)F)C2=C(C(=O)CCC2)C1c1ccc2c(c1)OCO2 (configuration not stated) | 6.7% | 14% | -27%[46.1 µM] | -7% | 7% | -6%[38.3 µM] | 3%
N=C(N)c1ccccc1 | -0.1%&0.0% | -3% | 2%[46.1 µM] | 4%&5% | -7%&-2% | 6% | 0%
COC(=O)c1ccc(OC(=O)c2ccccn2)cc1 | -1.0% | -3% | -5%[46.1 µM] | ? | 11% | 28%[38.3 µM] | -15%
COc1ccc(NCc2nnc(SCC(=O)Nc3nc(-c4ccccc4)cs3)n2-c2ccccc2)cc1 | 2.3% | 6% | 8% | 7% | 27% | 1% | 3%
C/C(=N\NC(=O)c1c(Cl)cnn1C)c1cccc(NC(=O)COc2ccccc2)c1 | -0.9% | ? | -9%[46.1 µM] | -7% | 0% | 11% | 4%
N=c1c(S(=O)(=O)c2ccc(Cl)cc2)cc2c(=O)n3ccccc3nc2n1CCN1CCOCC1 | 4.2% | 20% | -4%[46.1 µM] | 9% | 27% | 41%[activator][38.3 µM] | -3%
Cc1cccc(OCC(=O)O/N=C(\N)c2ccc(Br)cc2)c1 | -1.0% | nt | 1% | 9% | 20% | nt | nt
CCN(CC)CC(O)COC(c1ccccc1)c1ccccc1 (configuration not stated) | 2.2% | nt | 6% | 6% | -3% | nt | nt
O=C(CCl)Nc1cccn2ncnc12 | 1.9% | -10% | -15%[46.1 µM] | -1% | 9% | 28%[38.3 µM] | -9%
CCCCCCn1c(=O)c(-c2nc3ccccc3c(=O)[nH]2)c(O)c2ccccc21 | 0.3% | 6% | -5%[7.67 µM] | -1% | 14% | -6%[38.3 µM] | -4%
C=CCNC(=O)CCCOc1ccc(C)cc1 | ? | 7% | -13%[46.1 µM] | 3% | -2% | -5%[38.3 µM] | -1%

A draw from above in order of number of heavy atoms, low to high:
smiles | Epigenetic reg | Lamin A splicing | NPSR antagonist | CBFb-RUNX1 inh | GLA spleen mod | IMPase Li cell | KinaseGlo FLuc
C=CCNC(=O)CCCOc1ccc(C)cc1 | ? | 7% | -13%[46.1 µM] | 3% | -2% | -5%[38.3 µM] | -1%
CCC(CC)C(=O)NCCc1ccc(OC)cc1 | 0.0% | 4% | 2%[46.1 µM] | 3% | 0% | 18%[38.3 µM] | -2%
C/C(=N\NC(=O)c1c(Cl)cnn1C)c1cccc(NC(=O)COc2ccccc2)c1 | -0.9% | ? | -9%[46.1 µM] | -7% | 0% | 11% | 4%
N#C/C(=C\c1cn(CCOc2ccccc2)c2ccccc12)C(=O)NCc1ccco1 | 20% | -2% | -18%[46.1 µM] | 12% | -7% | ? | -1%

Looked up above.
Under Epigenetic reg, CC(C)c1cc(C(=O)Nc2cc(Cl)ccc2O)no1 has the entry -1.7%
Under Lamin A splicing, CCC(CC)C(=O)NCCc1ccc(OC)cc1 has the entry 4%
Under KinaseGlo FLuc, Cc1ccc(SCC(=O)NCC2CCCO2)cc1 (configuration not stated) has the entry 2%

(cont.)
smiles | Epigenetic reg | Lamin A splicing | NPSR antagonist | CBFb-RUNX1 inh | GLA spleen mod | IMPase Li cell | KinaseGlo FLuc
Cc1ccc(Nc2cnn(C34CC5CC(CC(CC(=O)O)(C5)C3)C4)c(=O)c2Cl)c(Cl)c1 | -0.9% | nt | -17% | 0% | -4% | -9% | 12%
CC1CCC(=C(C#N)C(=O)Nc2cccc(Cl)c2)CC1 (configuration not stated) | -0.9% | 15% | -26%[46.1 µM] | -5% | -4% | -1%[38.3 µM] | -5%
CCOC(=O)c1cc2c(=O)n3ccccc3nc2n(Cc2ccco2)c1=NC(=O)c1cccc(OC)c1 | 1.1% | -1%[9.22 µM] | -37% | -5% | 22% | -4% | -4%
O=C(Nc1ccccc1F)C(=Cc1sc(N2CCOCC2)nc1-c1ccccc1)C(=O)Nc1ccccc1F | 14µM* | ? | -4% | 0% | -8% | 1% | 1%
CC(=O)O[C@H]1C[C@@]2(C)[C@@H](C[C@@H](O)[C@H]3[C@@]4(C)CC[C@@H](O)[C@@H](C)C4CC[C@@]32C)/C1=C(\CCC=C(C)C)C(=O)O (some centres not stated) | 2.0% | ? | ? | 21% | -5% | -5% | 1%
CC1CCC2(CC1)NC(=O)N(Cc1cc(=O)n3ccsc3n1)C2=O (configuration not stated) | -1.3% | nt | -28% | 3% | 10% | nt | nt
CC1CCCCN1CCCNC(=O)C1CCN(c2nc3ccccc3o2)CC1 (configuration not stated) | -0.8% | -3% | 0%[46.1 µM] | 3% | 6% | 51%[activator][38.3 µM] | 0%

Not all compounds are listed; the hit share may differ from the screen's.
